Screens deposited in PubChem by several laboratories.
K1F lysis inhibition: protection from phage-mediated lysis, alamar blue read-out – E. coli UTI89, K1F phage, bacterial capsule biogenesis inhibitors (AID 488966); E. coli UTI89 K1F phage lysis, alamar blue, 2 h; higher % means a stronger effect; one-dose inhibition, % at 100 µM; IC50 in µM for titrated hits; 340,000 compounds, 0.02% hits;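 active = phage lysis inhibition, versus mean bacterial control, above a set limit; inconclusive = no clear call, values can overlap the other calls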;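 also: capsule biogenesis inhibitors block K1F phage lysis so surviving cells raise fluorescence; higher fluorescence means more inhibition of phage lysis; actives were called in the ten point dose series up to 300 µM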
West Nile virus CPE: West Nile virus antiviral activity, cell-based, CPE readout (AID 1621) | West Nile virus-infected cells, CPE inhibition; higher % means a stronger effect | CPE inhibition, % at 10 µM, or IC50 in µM where a hit was titrated | 290,000 compounds, 0.02% hits; in the data active = a potency from the dose series; inconclusive = CPE inhibition mostly from about 3.7% at the one dose, without a potency; inactive = the rest, 99 in 100 with CPE inhibition below about 2.2%; also: strong numbers were not always called active
Large T inhibition: TAg ATPase/helicase activity blockers – biochemical (AID 1903). inhibition, % at 20 µM, or IC50 in µM where a hit was titrated. SV40 large T antigen ATPase/helicase inhibition assay; higher % means a stronger effect. 310,000 compounds, 0.39% hits; in the data active = a potency from the dose series; inconclusive = inhibition mostly from about 32% at the one dose, without a potency; inactive = the rest, 99 in 100 with inhibition below about 32%; also: strong numbers were not always called active
RSV CPE inhibition: inhibition of RSV-induced cytopathic effect – HEp-2 cells, primary 10 µM value included (AID 2391); 310,000 compounds, 0.13% hits; HEp-2 cells, RSV-induced CPE inhibition; higher % means a stronger effect; CPE inhibition, % at 10 µM, or IC50 in µM where a hit was titrated; in the data active = a potency from the dose series; inconclusive = CPE inhibition mostly from about 23% at the one dose, without a potency; inactive = the rest, 99 in 100 with CPE inhibition below about 21%; also: strong numbers were not always called active
NS5 inhibitors: Dengue-2 NS5 methyltransferase inhibitors, primary screen, biochemical, confirmation dose response (AID 588689); 340,000 compounds, 0.3% hits; inhibition, % at 25 µM, or IC50 in µM where a hit was titrated; Dengue-2 NS5 methyltransferase capping enzyme assay, biochemical; higher % means a stronger effect; in the data active = a potency from the dose series; inconclusive = inhibition above about 29% without an active follow-up result
NTR1 ag: agonists of NTR1, primary screen, imaging, U2OS cells, beta-arrestin-GFP, high content (AID 493036); 330,000 compounds, 0.17% hits; P30989; NTR1-U2OS beta-arrestin-GFP spot imaging, agonist mode; activation, % at 20 µM;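 active = activation at or above 40% of the spot to cytoplasm intensity ratio, with at least 20 cells analyzed; inconclusive = wells under 20 cells, flagged as cytotoxic or low count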;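 also: 0% = DMSO without peptide and 100% = 100 nM NTR1 peptide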
Target sequence (P30989 whole entry, looked up): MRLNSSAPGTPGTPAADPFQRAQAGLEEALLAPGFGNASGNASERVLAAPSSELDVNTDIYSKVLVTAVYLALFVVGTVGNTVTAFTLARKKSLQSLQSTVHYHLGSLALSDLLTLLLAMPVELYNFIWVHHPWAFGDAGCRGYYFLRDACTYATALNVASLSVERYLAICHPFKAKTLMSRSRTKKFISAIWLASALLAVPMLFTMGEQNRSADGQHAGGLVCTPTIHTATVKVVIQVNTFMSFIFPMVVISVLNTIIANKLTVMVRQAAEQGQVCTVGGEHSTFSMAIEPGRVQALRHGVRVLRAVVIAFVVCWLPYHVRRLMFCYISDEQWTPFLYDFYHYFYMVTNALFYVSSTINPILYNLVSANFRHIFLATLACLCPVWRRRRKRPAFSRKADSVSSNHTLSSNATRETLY
Siah-1 displacement: Siah-1 peptide-binding antagonists, primary screen, biochemical, fluorescence polarization, rhodamine-plectin, uHTS (AID 1817). Siah-1 / rhodamine-plectin peptide fluorescence polarization; higher % means a stronger effect. displacement, % at 20 µM, or IC50 in µM where a hit was titrated. 290,000 compounds, 0.02% hits;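 active = displacement of at least 50% at 20 µM, with a fluorescence ratio check between 0.3 and a set limit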;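 also: plate controls were Siah plus tracer with DMSO for no effect and tracer alone without Siah for full effect; strong numbers were not always called active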
MgcRacGAP inhibition: MgcRacGAP GTPase-activating activity inhibitors, confirmation, biochemical, ADP Hunter fluorescence; MgcRacGAP-stimulated Rac1 GTP hydrolysis, ADP Hunter fluorescence; higher % means a stronger effect; GST-tagged Rac1 F28L mutant substrate; one-dose inhibition, % at 30 µM; IC50 in µM for titrated hits; 340,000 compounds, 0.6% hits;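 active = first-screen hits whose inhibition reached a set limit at any dose in the follow-up dose series; inconclusive = inhibition above the set first-screen limit but never retested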;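 also: fluorescence reports GDP produced by GAP-driven GTP hydrolysis; strong numbers were not always called active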
AID2073: disruptors of CaV2.2 binding to Mint1 – biochemical, HTRF (AID 2073) | inhibition, % at 20 µM; hits with a dose series show IC50 in µM | 290,000 compounds, 0.19% hits | HTRF protein-protein interaction, Mint1-CaV2.2; higher % means a stronger effect; in the data active = inhibition mostly above about 51%, no sharp cut-off; inconclusive = no clear call, values can overlap the other calls; inactive = mostly below about 53%; also: some results filed as inactive read as strong as hits
NTR1 ag cell count 20 µM: also measured in NTR1 ag; calls as there; cell count; measured here: cell count, cytotoxicity flag
NS5 inhibitors pilot replicate: recorded beside NS5 inhibitors, whose call it bears; inhibition, %; measured here: pilot screen replicate inhibition
Active calls of the source: *; i = inactive; ? = inconclusive; · = not tested or not shown; [ ] = dose if it differs, or a comment.

SMILES | K1F lysis inhibition | West Nile virus CPE | Large T inhibition | RSV CPE inhibition | NS5 inhibitors | NTR1 ag | NTR1 ag cell count 20 µM | Siah-1 displacement | MgcRacGAP inhibition | AID2073 | others
CCn1c(SCC(=O)NC2CCCCC2)nnc1-c1ccccn1 | 2.2%[50 µM] | -0.8% | -2% | 0.2% | -4% | 1.2 | 64 | 0% | 11% | 7%
CCc1c(C)c(C#N)c2nc3ccccc3n2c1NCCN(C)C | 5.8% | 0.2% | 8% | -0.8% | -8% | -0.3 | 60 | 22% | 13% | 8%
Nc1cccnc1Oc1ccccc1F | -0.2% | 0.1% | 11% | 2.9% | -8% | -0.3 | 65 | 2% | 0% | 9%
CCN1CCn2c1nc(N1CCCCC1)nc2=O | 0.9% | -0.3% | 8% | 0.3% | -2% | -1.6 | 49 | 1% | -5% | -6%
Cc1ccc(NC(=O)CN2CCN(C(=O)C3CCCO3)CC2)c(C)c1 (stereo not drawn) | 0.2% | -0.1% | 12% | 1.5% | -5% | -0.7 | 58 | 2% | 3% | 1%
CC1=Nc2cc(C(=O)O)ccc2Sc2c(C)ccc(C)c21 | -0.5% | -0.2% | 12% | ? | -9% | 0.2 | 44 | -2% | 6% | 8%
O=C(CCSc1ccccc1)Nc1nnc(-c2cccs2)o1 | i | · | 7% | 0.0% | -6% | 0.5 | 92 | 2% | 11% | -1%
N#CCSc1nc2c(sc(=S)n2Cc2ccco2)c(=O)n1-c1ccc(F)cc1 | 0.7% | ? | 22% | 7.8% | 1% | 2.8 | 50 | -1% | 14% | -7%
COCc1cc(C)nc(SCc2ccc(Cl)cc2)c1C#N | 1.1%[50 µM] | -0.5% | 11% | 9.8% | 6% | 1.5 | 49 | 3% | 4% | -7%
COc1ccc2[nH]c(C(=O)NCc3ccccc3)c(C)c2c1 | 0.1% | -0.5% | -3% | 4.3% | -1% | 0.2 | 74 | 1% | 16% | 12%
N/C(=N\OC(=O)CCC1CCCCC1)c1ccc([N+](=O)[O-])cc1 | -0.1% | · | -1% | 0.0% | -6% | 7.6 | 71 | -3% | 8% | -4%
CCCCCC(=O)Nc1nc2ccccc2[nH]1 | -0.3% | 0.1% | 5% | 2.0% | -5% | -1.3 | 84 | 12% | -2% | -10%
OC1(c2cn(Cc3ccccc3)nn2)CCCCC1 | 0.5% | 0.2% | 4% | 0.6% | -1% | -0.2 | 58 | 2% | 9% | -7%
COc1cccc(NS(=O)(=O)c2ccc3c(c2)C2C=CCC2C(c2ccc(C(=O)O)cc2)N3)c1 (stereo not drawn) | -1.8%[50 µM] | -0.6% | >100µM* | 11% | 67µM* | · | · | 40% | 53% | 56%*
C(/C=C/c1ccco1)=N/N1CCN(c2ccccc2)CC1 | 0.6% | 0.3% | 8% | 0.7% | -6% | 1.6 | 61 | 4% | 8% | -22%
O=C(OCCN(C1=NS(=O)(=O)c2ccccc21)c1ccccc1Cl)c1ccc(Cl)cc1 | 5.0% | · | 0% | 1.5% | -7% | 3.1 | 73 | 2% | 6% | 11%
CC(C)CN(Cc1cc2ccccc2[nH]c1=O)C(=O)c1cccnc1 | 1.1% | -0.4% | 4% | 4.3% | -3% | -0.7 | 90 | 0% | 4% | -1% | NS5 inhibitors pilot replicate=0.5
CCn1c(N)c(C(=O)NCCOC)sc1=S | 0.1% | 0.0% | 4% | 0.3% | -5% | 1.7 | 37 | 0% | 15% | -3%
N#CCc1ccc(NC(=O)c2ccc(S(=O)(=O)N3CCCC3)cc2)cc1 | 0.3% | -0.2% | 12% | 0.8% | 6% | 1.4 | 48 | 1% | 5% | 3%
CCn1c(=O)cc(SCC(=O)Nc2cccc(SC)c2)c2ccccc21 | 1.2% | 0.1% | 22% | 1.9% | 5% | 6.0 | 86 | -4% | 1% | 4%
Cc1ccc(-c2cc(C(=O)Nc3cnn(C(C)C)c3)no2)cc1 | 0.3% | 1.1% | 15% | 8.1% | 1% | 0.7 | 92 | 0% | 8% | -2%
CCOC(=O)C1CCN(C(=O)c2cccc(NS(=O)(=O)c3ccc(F)c(F)c3)c2)CC1 | 0.8% | 0.6% | 1% | 0.5% | -2% | 1.8 | 57 | 5% | 2% | -7%
CSc1nsc(SC)c1C(=O)OCC(F)(F)F | 0.1% | 0.1% | 6% | 1.2% | -4% | 0.2 | 48 | -4% | 6% | -3%
CC(=O)Nc1ccc(S(=O)(=O)Oc2ccc(C(=S)N3CCCCC3)cc2)cc1 | -0.9%[50 µM] | -1.7% | 21% | 1.6% | -4% | 2.3 | 37 | -1% | 2% | -4%
N=c1oc2cc(O)ccc2cc1C(=O)Nc1ccc(Br)cc1 | 0.4% | -1.6% | 14% | 2.3% | 2% | 2.9 | 72 | 0% | 12% | 16%
SMILES | K1F lysis inhibition | West Nile virus CPE | Large T inhibition | RSV CPE inhibition | NS5 inhibitors | NTR1 ag | NTR1 ag cell count 20 µM | Siah-1 displacement | MgcRacGAP inhibition | AID2073 | others
COCCn1c(-c2ccc(C#N)cc2)nc2c1c(=O)[nH]c(=O)n2Cc1ccccc1 | -0.1% | -0.4% | 3% | 0.7% | 4% | 1.0 | 45 | 1% | 5% | 37%
COc1ccc(C(=O)NCCc2nnc3ccc(SCC(=O)N4CCOCC4)nn23)cc1 | 1.4%[50 µM] | 0.0% | -1% | 0.1% | -3% | -0.1 | 55 | -2% | 4% | 11%
CCC(C)NS(=O)(=O)c1ccc(NC(=O)C2CCCO2)cc1 (stereo not drawn) | 0.0% | -1.6% | · | 0.4% | -4% | 2.0 | 92 | 11% | -2% | 17%
COc1cccc(C(=O)O[C@H]2[C@H](Cc3ccccc3)NS(=O)(=O)[C@H]3C[C@@H]4C=C[C@]23O4)c1 | -0.7% | · | · | · | 1% | 1.6 | 53 | · | 4% | ·
CC(C)Cn1c(C23CC4CC(CC(C4)C2)C3)n[nH]c1=S | 0.1% | -0.9% | -9% | 3.8% | 2% | 2.0 | 63 | -6% | 5% | -21%
CCCC(O)(c1ccc(Cl)cc1)C(CN1CCOCC1)c1ccc(Cl)cc1 (stereo not drawn) | 0.3%[50 µM] | -2.0% | 17% | 22% | -5% | 14 | 51 | -2% | 4% | 4%
CN(C)/C=C1\NC(=S)N(c2ccc(Cl)cc2)C1=O | -2.1% | -0.2% | 14% | -0.8% | -20% | 1.4 | 62 | 4% | 18% | 13%
COC(=O)c1cc2c(cc1Cl)SC(=NCCCN1CCOCC1)NS2(=O)=O | 7.2% | · | 16% | 0.2% | -9% | -0.1 | 41 | 4% | 11% | -18%
CCOC(=O)c1sc(NS(=O)(=O)c2ccc(NC(C)=O)cc2)nc1C | 0.5% | 0.8% | 18% | 0.0% | -1% | 1.3 | 63 | -1% | 3% | 14%
O=[N+]([O-])c1cccc(NC(=S)Nc2nc(-c3ccccc3Cl)cs2)c1 | 2.2%[50 µM] | 1.5% | 1% | 17% | -1% | 19 | 64 | -6% | 6% | -1%
O=Cc1cn(CC(O)CN2CCCCC2)c2ccccc12 (stereo not drawn) | 0.2% | 0.2% | 7% | -0.9% | 2% | 1.6 | 40 | 0% | 4% | -7%
O=C(c1ncc[nH]1)c1ccccc1C(=O)N1CCOCC1 | -0.4% | 0.2% | 7% | 1.0% | -5% | -1.0 | 81 | -1% | 6% | -13%
Nc1ccc(S(=O)(=O)Nc2nccc(/C=C/c3ccccc3F)n2)cc1 | · | -0.4% | 5% | -1.0% | · | 0.4 | 89 | 1% | · | 16%
COc1ccc(S(=O)(=O)NC2CC(=O)N(c3ccc4c(c3)OCCO4)C2)cc1 (stereo not drawn) | 1.3%[50 µM] | · | 13% | -1.5% | 0% | 1.1 | 60 | · | -1% | ·
COc1ccc(-c2csc(CCn3nc(C)cc3C)n2)cc1 | 0.1% | -0.9% | 1% | 13% | 4% | -0.1 | 50 | -2% | 0% | 48%
CN(C)c1ccc(CNS(=O)(=O)c2ccc3c(c2)NC(=O)CS3)cc1 | -0.2% | 0.1% | -4% | 13% | 2% | -0.2 | 63 | -2% | -40% | 0%
CCCCCn1c(NC(=O)c2ccco2)c(S(=O)(=O)c2ccc(C)cc2)c2nc3ccccc3nc21 | 0.4% | 0.2% | 0% | 5.0% | 37% | 22 | 42 | 0% | 4% | 36%
Cc1ccccc1S(=O)(=O)Cc1ccc(C(=O)N2CCN(c3ccc(F)cc3)CC2)o1 | -0.2% | -0.8% | 7% | 6.3% | -3% | 1.4 | 70 | 3% | 8% | -6%
O=C(CCNC(=O)c1ccco1)Nc1ccc(OC(F)F)cc1 | 0.1% | -0.1% | 7% | 0.7% | -1% | 0.9 | 60 | 9% | 2% | -1%
C=C(C)c1ccc(C(C)(C)NC(=O)NCc2ccco2)cc1 | 0.4% | -0.2% | 10% | 0.4% | -6% | -1.1 | 43 | 4% | 16% | 22%
CC(SCc1nc2sc3c(c2c(=O)[nH]1)CCCC3)C(=O)Nc1ccccn1 (stereo not drawn) | 1.5%[50 µM] | · | 18% | 1.1% | -6% | 0.7 | 65 | · | 8% | ·
CC(=O)c1sc(NC(=O)COc2ccc(Cl)cc2C)nc1C | 0.8% | 0.0% | -2% | 0.6% | 9% | 0.5 | 52 | 4% | 10% | ?
O=C(CSc1nnc2n1CCCN2)c1ccc(Cl)cc1 | 0.2% | -0.2% | 24% | 0.3% | -3% | -0.8 | 59 | 8% | 8% | -17%
C=CCNC(NC(=O)c1ccccc1)(C(=O)OCC)C(F)(F)F (stereo not drawn) | 0.5% | -0.8% | 1% | 2.3% | -13% | 2.0 | 41 | 3% | 6% | 3% | NS5 inhibitors pilot replicate=-6.7
CCN(C(=O)Cc1ccc(NC2=NC3CS(=O)(=O)CC3S2)cc1)c1ccccc1 (stereo not drawn) | -0.1% | 0.1% | · | -0.6% | -3% | 1.3 | 64 | 3% | 1% | -3%
c1ccc(OCCOCCN2CCN(C(c3ccccc3)c3ccccc3)CC2)cc1 | -0.3% | -1.5% | 2% | -0.1% | -2% | 0.1 | 61 | -2% | 24% | 2%
Nc1nc(CSC(=S)N2CCCCC2)nc(Nc2ccccc2)n1 | 0.1% | -1.0% | -2% | 3.2% | -2% | -1.8 | 76 | -3% | 11% | 1%
c1ccc(-c2csc(-c3ccncc3)n2)cc1 | 1.6%[50 µM] | 0.1% | 13% | ? | 0% | 0.1 | 44 | 0% | 9% | 13%
